Bioassay records deposited in PubChem BioAssay by several laboratories.
Rtt109 HAT inh – inhibitors of Candida albicans Rtt109/Vps75 histone acetyltransferase; Q5AAJ8; purified Rtt109/Vps75, ThioGlo CoA-SH fluorescence, 4 h; inhibition, % at 34.9 µM; 0.16% of 330,000 active;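 active = inhibition of at least 50% in every replicate; inconclusive = best replicate reaches 50% inhibition but some replicates fall short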
Target sequence (Q5AAJ8 whole entry, looked up): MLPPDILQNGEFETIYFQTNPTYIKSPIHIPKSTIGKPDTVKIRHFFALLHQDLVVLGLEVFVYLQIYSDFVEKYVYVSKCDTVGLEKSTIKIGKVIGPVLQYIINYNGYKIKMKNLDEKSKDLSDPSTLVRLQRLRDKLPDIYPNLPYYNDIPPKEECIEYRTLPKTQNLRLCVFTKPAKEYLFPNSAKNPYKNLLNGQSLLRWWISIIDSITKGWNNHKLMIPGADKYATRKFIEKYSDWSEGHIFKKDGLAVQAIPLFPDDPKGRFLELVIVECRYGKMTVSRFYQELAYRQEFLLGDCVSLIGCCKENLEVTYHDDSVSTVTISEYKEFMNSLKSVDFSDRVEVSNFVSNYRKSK
CAL PDZ FP – human CAL PDZ-peptide interaction inhibition; Q9HD26; purified CAL PDZ, TMR-peptide fluorescence polarization, 1 h; inhibition, % at 20 µM; 0.02% of 330,000 active; AID 504414;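 active = highest replicate inhibition of at least 40%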;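 also: plate controls were DMSO neutral control wells for no effect and unlabeled competitor peptide control wells for full effect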
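Material: tagged CAL PDZ domain; buffer or medium: 25 mM sodium phosphate pH 7.4, 150 mM NaCl, TCEP, IgG, Thesit; compound dosing: single point, 20 µM; schedule: 1 h incubation at room temperature before polarization reading; measured by: FP readout, S and P plane fluorescence; read-out basis: percent inhibition from loss of millipolarization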
Tat export inh – blocks Tat-dependent protein export in E. coli. 0.036% of 340,000 active. inhibition, % at 10 µM. AID 488895. E. coli MC4100 TorA-mCherry Tat export, fluorescence;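 active = mean replicate inhibition at least 50% and at least half of replicates individually reaching 50%; inconclusive = only one of the two criteria met; inactive = neither criterion met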;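 also: exported cargo escapes ClpAP degradation while cytoplasmic cargo is degraded and loses fluorescence; 0% = median of neutral control wells and 100% = median of NaSCN control wells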
AddAB inh – less growth of phage-infected E. coli with AddAB; AID 435030; 0.29% of 330,000 active; inhibition, % at 11.9 µM; E. coli expressing H. pylori AddAB, absorbance growth; in the data active = inhibition above about 12%;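 also: 0% = vehicle wells of infected cells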
PfHsp90 set2 – growth inhibition of yeast expressing Plasmodium Hsp90 | S. cerevisiae expressing PfHsp90, BacTiter-Glo ATP, 48 h; yeast lacking PDR1 and PDR3 efflux regulators | 0.32% of 310,000 active | inhibition, % at 9.4 µM;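 active = every replicate shows inhibition above about 80%, whatever the replicate mean, limit read from the data; inconclusive = mean inhibition reaches the set limit but some replicate falls short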;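 also: 0% = DMSO neutral controls and 100% = 20 µM radicicol positive controls; yeast relying on Plasmodium falciparum Hsp90 in place of its own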
Ecoli viability – counter-screen for AddAB inhibitors: E. coli growth inhibition. E. coli V3065 growth, OD600 absorbance, 18 h. inhibition, % at 11.9 µM. 0.27% of 330,000 active;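 active = inhibition above the campaign's mean inhibition across all tested compounds plus 3 SD, cut at about 9.9% in these data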;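 also: uninfected addAB+ strain grown without phage in ampicillin broth; 0% = DMSO wells and 100% = ciprofloxacin 0.95 µg/ml wells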
Wnt act – activators of Wnt/beta-catenin signaling | AID 743398 | Wnt/beta-catenin reporter cell assay, activator, plate reader | activation, % at 9.35 µM | 1.2% of 300,000 active; in the data active = activation above about 30%, passing the limit was not always enough; inconclusive = no clear call, values can overlap the other calls;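 also: 0% = neutral control wells and 100% = positive control wells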
PvdQ acylase – P. aeruginosa PvdQ acylase inhibition | purified PvdQ acylase, fluorescence plate reader | inhibition, % at 10 µM | 0.063% of 340,000 active | AID 488965; in the data active = inhibition above about 30%, passing the limit was not always enough; inconclusive = no clear call, values can overlap the other calls;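 also: 0% = vehicle neutral wells and 100% = reference inhibitor wells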
phage Ecoli inh – E. coli growth loss with phage present; growth absorbance; inhibition, % at 11.9 µM; 0.26% of 360,000 active; in the data active = inhibition above about 11%
DAGLB inhibitor – diacylglycerol lipase beta (human) inhibition; Q8NCG7; HEK293T DAGLB membrane lysate, EnzChek fluorogenic substrate; inhibition, % at 5.17 µM; 0.059% of 340,000 active; AID 504411; in the data active = inhibition above about 34%;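 also: 0% = enzyme with vehicle and 100% = wells lacking enzyme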
Target sequence (Q8NCG7 whole entry, looked up): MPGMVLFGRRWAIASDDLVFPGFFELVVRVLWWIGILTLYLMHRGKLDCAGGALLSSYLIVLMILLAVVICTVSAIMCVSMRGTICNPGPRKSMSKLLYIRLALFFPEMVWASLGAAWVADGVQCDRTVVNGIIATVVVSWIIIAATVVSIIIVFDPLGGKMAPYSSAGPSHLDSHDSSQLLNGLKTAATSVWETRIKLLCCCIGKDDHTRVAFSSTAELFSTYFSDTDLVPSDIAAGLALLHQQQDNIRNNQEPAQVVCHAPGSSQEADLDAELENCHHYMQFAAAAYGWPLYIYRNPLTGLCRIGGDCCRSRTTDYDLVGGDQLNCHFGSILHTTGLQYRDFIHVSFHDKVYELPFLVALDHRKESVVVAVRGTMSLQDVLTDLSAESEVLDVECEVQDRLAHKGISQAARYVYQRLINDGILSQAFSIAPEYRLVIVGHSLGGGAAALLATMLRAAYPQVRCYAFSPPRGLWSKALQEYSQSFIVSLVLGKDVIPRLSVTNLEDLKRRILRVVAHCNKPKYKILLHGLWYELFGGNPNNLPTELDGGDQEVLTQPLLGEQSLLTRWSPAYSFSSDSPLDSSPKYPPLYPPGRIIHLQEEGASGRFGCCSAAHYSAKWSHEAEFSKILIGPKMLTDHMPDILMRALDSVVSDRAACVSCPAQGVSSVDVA
* marks the source's active call; other numbers are inactive results; ? = inconclusive; nt = no result given.

Molecule	Rtt109 HAT inh	CAL PDZ FP	Wnt act	Tat export inh	Ecoli viability	phage Ecoli inh	PfHsp90 set2	DAGLB inhibitor	AddAB inh	PvdQ acylase
Cc1cccc(OCCn2c(S(=O)(=O)O)nc3ccccc32)c1	6	0.2	0	7	-3.5	0.1	-2	6	2.0	16
COc1ccc(C(=O)Nc2ncc(C)s2)cc1S(=O)(=O)N1CCOCC1	-8	0.4	18	-14	-2.4	1.4	11	2	3.5	15
CC(C)c1ccc(COc2ccc(C(=O)N3CCOCC3)cc2)cc1	nt	-2.7	5	0	-0.1	3.5	12	0	4.2	-4
Cc1cccc(C2=NN(c3ccc(Br)cc3)[C@@H](C(=O)N3CCOC3=O)[C@@H]2c2ccc([N+](=O)[O-])cc2)c1	-2	-0.6	-2	-1	0.2	4.5	-18	1	0.9	-13
Cc1cccc(Cc2ccc(Cl)nn2)c1	0	nt	0	-12	-2.2	4.0	-3	-2	3.5	-6
O=C(O)CSc1nnnn1-c1ccc2c(c1)OCCO2	-11	0.7	3	9	1.8	1.2	-16	0	-0.5	-8
CCSc1nc2c(c(=O)[nH]c(=O)n2C)n1C/C=C(/C)Cl	17	-1.4	0	-3	0.6	0.3	-1	-6	1.1	8
Cc1ccc(OCc2cc(C(=O)N(C)Cc3nccn3C)no2)cc1C	-6	-0.3	0	-5	0.5	3.7	-4	0	1.5	-11
COCCn1c(SCC(=O)Nc2ccc(F)cc2)nc2c(oc3ccccc32)c1=O	3	-1.0	-1	-2	-1.8	2.2	-8	2	0.8	-19
Cc1ccccc1-n1c(=O)cc(N2CCN(C(=O)c3ccco3)CC2)[nH]c1=O	-5	0.1	-3	-3	-2.2	2.7	16	-1	-2.2	-13
CCN(C[C@H]1N[C@@](CC)(C(=O)OC)[C@H]2C(=O)N(Cc3ccccc3)C(=O)[C@@H]12)C(=O)Nc1ccc(C)cc1	0	-0.3	7	-3	-3.6	-0.9	-1	-3	0.8	-9
Cc1ccccc1NS(=O)(=O)c1nnc(NC(=O)c2ccc(Cl)cc2)s1	-4	-1.5	1	1	2.1	1.6	-19	9	1.1	-16
O=C(CCCCn1c(=S)[nH]c2ccsc2c1=O)NCc1ccco1	6	-2.2	-2	-5	0.0	4.4	8	1	0.8	-1
Cc1cccc(C2N(c3nccs3)C(=O)C3CCCN32)c1 (stereo not drawn)	-7	0.2	1	-9	-0.5	3.4	nt	-4	1.9	-12
CCCCCC1(C)NC(=S)N(c2ccccc2)N1 (stereo not drawn)	21	-0.3	0	-2	1.2	3.3	-9	-1	3.9	-9
Nc1c(Br)cc(Br)c2c1C(=O)c1c(cccc1S(=O)(=O)O)C2=O	4	1.7	-6	0	nt	2.6	nt	17	nt	9
CNC(=O)CN1C(=O)NC(Cc2c[nH]c3ccccc23)C1=O (stereo not drawn)	2	-1.7	3	6	-0.7	-1.8	7	3	-2.0	-4
CCOc1c(CNCCNC(=O)c2nonc2N)cccc1OC	0	-1.2	-2	7	3.4	0.3	4	-1	1.8	-10
COc1ccc(CNC(=O)c2c(O)c3cccc4c3n(c2=O)CCC4)cc1OC	-2	-1.0	nt	5	0.7	2.0	7	0	1.3	-29
Cc1ccc(NC(=O)CCn2c(=O)oc3ccccc32)c(C)c1	-2	-0.7	nt	2	1.2	2.7	-31	-1	1.0	-15
CCNC(=O)CC1C(=O)N(c2ccc(C)cc2)C(=O)N1Cc1ccccn1 (stereo not drawn)	nt	-1.7	-5	-5	2.3	0.5	18	0	1.8	9
O=C(O)Cn1c(SCc2ccccc2)nc2ccccc21	-11	0.1	1	-6	-0.9	0.7	20	0	-0.8	4
COc1cc(/C=C/c2ccc3cccc(OC)c3n2)c(O)c([N+](=O)[O-])c1	14	-2.8	-2	0	-0.7	4.3	-2	5	3.4	-8
CC1CCN(S(=O)(=O)c2ccc(C(=O)OC(C)C(=O)NC3CCCCC3C)cc2)CC1 (stereo not drawn)	1	0.5	-2	0	-0.1	-0.6	-15	1	1.0	-5
OC1(Cc2cc(-c3ccccc3)no2)CCN(CCCc2ccccc2)CC1	5	nt	0	9	0.5	-0.8	5	3	2.9	-16
S=C(Nc1ccc2c(c1)OCO2)Nc1ccc2c(c1)OCO2	2	-2.4	5	2	4.0	1.2	-3	0	-1.1	-12
O=C(CSc1nc2ccccc2c(=O)n1CC1CCCO1)Nc1ccccc1Cl (stereo not drawn)	-5	-3.9	-3	-2	0.2	1.6	33	-2	1.9	-14
O=C(CCCn1c(=O)c2sccc2n(CC(=O)NCc2ccco2)c1=O)NCc1ccco1	-9	-1.2	nt	-6	0.0	3.4	32	-4	-0.5	-12
CC(=O)Nc1ccc(S(=O)(=O)c2ccc(N)cc2)cc1N	-8	-1.2	-1	-3	-0.8	2.4	11	0	2.2	-10
C=CCNc1sc(C(=O)c2ccccc2)c(N)c1C#N	-4	nt	nt	4	-0.7	2.5	4	0	1.8	-19
O=C(Nc1ccc(CN2CCCCC2)cc1)c1sc2ccccc2c1Cl	5	0.0	4	-5	-1.3	-1.7	29	-1	-0.9	-12
COc1ccc(NC(=O)c2cccc(NC(=O)C(C)C)c2)c([N+](=O)[O-])c1	5	-2.5	nt	-5	4.1	0.9	-10	3	5.8	-16
O=C(CSc1nnc(-c2cccnc2)o1)Nc1ccc(Cl)cc1	1	-2.4	11	?	1.2	6.0	-10	0	-0.4	-9
Cc1ccc(Nc2nc(Cl)nc3ncn(C)c23)c(C)c1	2	0.4	-5	-4	nt	2.5	nt	2	nt	4
O=C(Nc1sc2c(c1C(=O)O)CCCC2)C(=O)N1CCOCC1	2	-0.8	2	-6	-2.6	1.3	3	3	1.9	3
COc1cc(O)oc1C=Nc1ccc(Oc2ccccc2)cc1	-1	-0.9	6	0	-3.6	1.9	-17	1	-1.0	-6
CCC(C)NC(=O)COC(=O)c1cccnc1Nc1ccccc1F (stereo not drawn)	7	-0.3	nt	-2	-0.6	-0.1	7	-1	-1.0	15
COCCNC(=O)C(=O)Nc1cc2c3c(c1)C(C)C(=O)N3CCC2 (stereo not drawn)	-10	-1.4	-1	-10	-1.3	2.2	-15	1	1.8	-20
Cc1cccc(C)c1NC(=O)CN(C)C(=O)CC1Sc2ccccc2NC1=O (stereo not drawn)	5	-0.9	2	0	-0.9	2.5	9	3	4.1	-5
O=c1ccnc(Nc2ccc(Cl)cc2)[nH]1	1	-1.3	4	-6	3.3	0.8	-2	-1	1.4	-12
COc1ccc(/C=N/n2c(C)nc3ccccc3c2=O)cc1OC	1	-0.4	0	1	0.7	1.7	-1	-1	1.1	6
COc1ccc(N(CC(=O)NCCSc2ccccn2)S(=O)(=O)c2ccccc2)cc1Cl	0	-2.9	-1	-4	3.5	1.1	-14	-2	1.5	-13
Cc1cccc(Nc2nc(N)c([N+](=O)[O-])c(NCCO)n2)c1	7	-0.7	1	-6	2.9	-0.7	34	-1	0.5	-3
CC1(C)CNC(=O)CC(C)(C)N1	-11	-1.6	-2	-12	-0.6	0.2	-27	0	4.4	-5
CCCCOc1ccc(C(=O)N/N=C/c2ccc(OCCN3CCCCC3)c(OC)c2)cc1	12	-2.8	-8	-2	-0.9	2.6	7	0	0.3	1
CCCCN1C(=O)C(=O)N(CC(=O)Nc2ccc(C(N)=O)cc2)C1=O	25	-0.7	-2	4	0.9	0.7	-7	-3	0.3	11
O=C1CC(C(F)(F)F)=NN1	0	0.4	-2	-1	-0.4	2.6	10	nt	1.8	5
Cn1cccc1/C=N/N1CCN(Cc2ccccc2)CC1	-2	-1.0	0	3	2.2	4.4	8	-9	1.4	-10
COc1ccc(-c2ccc3oc(-c4ccsc4)c(-c4ccc(OC)cc4)c3c2)cc1	-4	-0.2	-7	0	-1.8	1.7	11	-2	-0.5	-26
COc1ccccc1CC(=O)NCCc1c[nH]c2ccccc12	-8	-2.1	-2	-7	-1.1	1.1	14	-1	0.4	17

Full records from above. Screens in order: Rtt109 HAT inh	CAL PDZ FP	Wnt act	Tat export inh	Ecoli viability	phage Ecoli inh	PfHsp90 set2	DAGLB inhibitor	AddAB inh	PvdQ acylase
CCOc1c(CNCCNC(=O)c2nonc2N)cccc1OC reads 0	-1.2	-2	7	3.4	0.3	4	-1	1.8	-10
CCCCOc1ccc(C(=O)N/N=C/c2ccc(OCCN3CCCCC3)c(OC)c2)cc1 reads 12	-2.8	-8	-2	-0.9	2.6	7	0	0.3	1
CC1(C)CNC(=O)CC(C)(C)N1 reads -11	-1.6	-2	-12	-0.6	0.2	-27	0	4.4	-5
Cc1ccc(Nc2nc(Cl)nc3ncn(C)c23)c(C)c1 reads 2	0.4	-5	-4	nt	2.5	nt	2	nt	4
O=C(O)Cn1c(SCc2ccccc2)nc2ccccc21 reads -11	0.1	1	-6	-0.9	0.7	20	0	-0.8	4

Later entries:
Molecule	Rtt109 HAT inh	CAL PDZ FP	Wnt act	Tat export inh	Ecoli viability	phage Ecoli inh	PfHsp90 set2	DAGLB inhibitor	AddAB inh	PvdQ acylase
CC(C)(C)c1ccc(NC(=O)CSc2n[nH]c(=O)n2-c2cccnc2)cc1	-7	-0.5	-3	4	1.3	2.2	-9	5	0.5	-12
COc1ccc(/C(O)=C2/C(=O)C(=O)N(CC3CCCO3)C2c2ccc(OC)c(OC)c2)cc1 (stereo not drawn)	-7	-1.4	nt	8	-0.6	3.4	-14	-2	-0.4	-14
CCCN(CCC)C(=O)C1c2ccccc2Oc2ccccc21	0	1.1	nt	-11	1.2	3.0	-5	-21	4.2	-6
CC(=O)Nc1cccc(C(=O)NNC(=O)c2ccc(-n3cnnn3)cc2)c1	3	-0.2	-3	-9	-1.8	1.6	-2	0	2.7	-11
CCc1ccc(NC(=O)C2CCCN2S(=O)(=O)c2ccc3c(c2)n(C)c(=O)c(=O)n3C)cc1 (stereo not drawn)	-4	-0.6	3	-1	2.4	0.5	10	4	0.1	-13
O=C(Cc1c(Cl)cccc1Cl)Nc1ccc(S(=O)(=O)Nc2ncccn2)cc1	1	-0.8	-1	-4	0.8	-0.1	16	1	3.8	1
Cc1ccc(S(=O)(=O)N2CCN(c3nc(C)c4c(c3C#N)CC(C)(C)OC4)CC2)cc1	6	-1.9	nt	-10	nt	2.7	-15	-7	nt	-2
O=C(c1ccc2nc(Cc3cccc(Cl)c3)oc2c1)N1CCC(O)CC1	-6	-3.4	2	0	-0.4	2.7	3	0	1.3	2

Rewritten with two lines to a compound: part of the list above.
Screens in order – Rtt109 HAT inh | CAL PDZ FP | Wnt act | Tat export inh | Ecoli viability | phage Ecoli inh | PfHsp90 set2 | DAGLB inhibitor | AddAB inh | PvdQ acylase
COc1ccc(N(CC(=O)NCCSc2ccccn2)S(=O)(=O)c2ccccc2)cc1Cl
    0 | -2.9 | -1 | -4 | 3.5 | 1.1 | -14 | -2 | 1.5 | -13
Cc1cccc(Nc2nc(N)c([N+](=O)[O-])c(NCCO)n2)c1
    7 | -0.7 | 1 | -6 | 2.9 | -0.7 | 34 | -1 | 0.5 | -3
